Source: PubChem BioAssay (several laboratories)
MEX-5 binding: C. elegans MEX-5 TCR-2 RNA binding activity. Q9XUB2. MEX-5/FITC-TCR2 RNA binding, fluorescence polarization; stronger effect = lower value. activity score (negative = inhibition of binding), % at 10 µM. hit rate 0.38% among 300,000;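 active means inhibition past about -25% in most replicates, and total fluorescence under double the plate's negative control median, limit read from the data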;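 further: 0% = DMSO and -100% = 5 µM competing unlabeled TCR2 RNA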
PME-1 primary: blocks human protein phosphatase methylesterase 1; Q9Y570; recombinant PME-1, FP-Rh probe fluorescence polarization; inhibition, % at 5.9 µM; hit rate 0.53% among 320,000;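 active means inhibition above the campaign mean of all compounds plus 3 SD, cut at about 26% in these data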;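 further: competitive labeling of PME-1 active site by serine hydrolase directed probe; 0% = PME-1 with DMSO and 100% = wells lacking PME-1 enzyme; inhibitors block probe labeling so polarization falls and inhibition rises; many of its hits are not listed in these tables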
Fam108B inh: blocks mouse Fam108B hydrolase in RBBP9 counter-screen. recombinant Fam108B, FP-Rh probe fluorescence polarization. inhibition, % at 9.51 µM. hit rate 0.33% among 300,000. AID 1947;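 active means inhibition above the screen mean inhibition plus 3 SD, computed separately per campaign, cut at about 18% in these data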;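 further: inhibitors lower polarization as less probe binds the enzyme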
GLD-1 TGE inh: GLD-1-TGE RNA interaction inhibition (C. elegans); Q17339; purified GLD-1 + fluorescein TGE RNA, fluorescence polarization; inhibition, % at 5.96 µM; hit rate 0.44% among 320,000; AID 2280;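 active means percent inhibition above a per-plate cutoff, the plate mean of test compounds plus 3 SD, cut at about 30% in these data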;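 further: 0% = DMSO wells with GLD-1 and probe and 100% = wells lacking GLD-1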
Efflux pump inh: inhibitors of Candida antifungal efflux pumps expressed in yeast | S. cerevisiae Candida pump triplex, Nile Red efflux | inhibition, % at 10 µM | hit rate 0.44% among 330,000 | AID 485275;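 active means plate passing quality check with inhibition over a set limit, or well fluorescence over plate mean plus 4 SD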;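 further: Nile Red retained in pooled yeast measured as flow cytometry median fluorescence; 0% = buffer negative control and 100% = Enniatin B positive control; higher means more Nile Red kept so more efflux inhibition; some compounds called inactive have numbers as strong as hits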
GRK2 inh: blocks RNA aptamer binding to human GRK2 | P25098 | inhibition of aptamer binding, % at 10 µM | bead flow cytometry, FAM-aptamer displacement from GRK2 | hit rate 0.59% among 330,000 | AID 488847;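 active means inhibition of aptamer binding above 40%, roughly 3 SD of noise, on plates passing a quality check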;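 further: median bead fluorescence of bound FAM aptamer so fluorescent compounds give negative values; no value below 0 was filed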
VLA-4 inh: inhibition in a human VLA-4 binding assay; P13612; inhibition, % (about 7 µM as worked out from the volumes in the protocol); AID 2557; hit rate 0.2% among 330,000; VLA-4 expressing cells, ligand binding flow cytometry; in the data active means inhibition above about 50%
Target sequence (P13612 whole entry, looked up): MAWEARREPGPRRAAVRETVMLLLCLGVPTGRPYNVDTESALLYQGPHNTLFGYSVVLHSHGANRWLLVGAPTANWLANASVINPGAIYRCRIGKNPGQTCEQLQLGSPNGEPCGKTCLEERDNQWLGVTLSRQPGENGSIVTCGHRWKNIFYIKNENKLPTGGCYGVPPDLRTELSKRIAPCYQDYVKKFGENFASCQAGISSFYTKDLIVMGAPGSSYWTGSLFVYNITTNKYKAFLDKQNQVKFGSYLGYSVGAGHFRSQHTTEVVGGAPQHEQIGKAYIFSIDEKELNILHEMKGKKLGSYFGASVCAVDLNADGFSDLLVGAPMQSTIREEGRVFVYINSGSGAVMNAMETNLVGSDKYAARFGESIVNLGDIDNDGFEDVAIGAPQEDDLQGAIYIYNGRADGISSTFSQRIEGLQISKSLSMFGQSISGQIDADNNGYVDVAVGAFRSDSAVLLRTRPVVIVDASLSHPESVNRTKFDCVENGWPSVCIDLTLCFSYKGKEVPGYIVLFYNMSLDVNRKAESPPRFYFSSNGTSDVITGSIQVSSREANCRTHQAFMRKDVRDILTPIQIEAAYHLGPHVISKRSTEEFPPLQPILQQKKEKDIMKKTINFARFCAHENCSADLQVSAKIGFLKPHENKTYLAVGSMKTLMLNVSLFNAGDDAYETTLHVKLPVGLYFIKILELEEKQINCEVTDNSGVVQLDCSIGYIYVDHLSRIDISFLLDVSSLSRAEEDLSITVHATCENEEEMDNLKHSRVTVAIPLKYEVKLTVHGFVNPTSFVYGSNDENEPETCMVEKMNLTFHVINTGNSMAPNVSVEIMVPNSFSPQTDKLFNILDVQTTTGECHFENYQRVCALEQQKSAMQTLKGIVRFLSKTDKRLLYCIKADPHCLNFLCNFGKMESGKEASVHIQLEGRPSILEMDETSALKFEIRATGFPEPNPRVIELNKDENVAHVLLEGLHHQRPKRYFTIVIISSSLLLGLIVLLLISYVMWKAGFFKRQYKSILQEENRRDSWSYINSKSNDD
Bcl-xL primary: blocks human Bcl-xL binding to Bim BH3 peptide; hit rate 0.7% among 320,000; Q07817; inhibition, % at 10.9 µM; GST-Bcl-xL / FITC-Bim BH3 peptide fluorescence polarization;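 active means inhibition above the mean of all tested compounds plus 3 SD, cutoff set per campaign, cut at about 30% in these data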;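 further: 0% = DMSO wells and 100% = unlabeled Bim-BH3 peptide competitor; inhibitors lower millipolarization by displacing the labeled peptide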
MCL1-BIM inh: inhibitors of human MCL1 binding to BIM-BH3 peptide; Q07820; GST-MCL1 / FITC-Bim-BH3 fluorescence polarization; inhibition, % at 10.9 µM; hit rate 0.68% among 320,000;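 active means inhibition above the mean inhibition of all tested compounds plus 3 SD, set per campaign, cut at about 40% in these data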;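 further: 0% = DMSO wells and 100% = unlabeled Bim-BH3 peptide control; higher means more loss of mP so more displacement of Bim peptide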
Starred values were filed as active, the others as inactive. This is a subset. The share of hits here may be higher or lower than overall.

What do the screens show for `COc1cccc2sc(NNC(=O)COc3ccccc3)nc12`?
MEX-5 binding: -1.0; PME-1 primary: 1; Fam108B inh: -4; GLD-1 TGE inh: 5; Efflux pump inh: 0.0; GRK2 inh: 0; VLA-4 inh: -5; Bcl-xL primary: -2; MCL1-BIM inh: 2

What do the screens show for `Cc1ccc(CNCc2ccco2)cc1`?
MEX-5 binding: -0.7; Efflux pump inh: -0.1; GRK2 inh: 0; VLA-4 inh: -8

Results for Cc1cccc(NC(=O)c2ccc(S(=O)(=O)N(C)c3ccccc3)cc2)n1 ?
GLD-1 TGE inh: 5; Efflux pump inh: 0.1; GRK2 inh: 2; VLA-4 inh: 0

Results for CCOC(=O)c1sc(SC)c2c1CCCC2=O ?
MEX-5 binding: -0.6; PME-1 primary: 2; Fam108B inh: -3; GLD-1 TGE inh: 6; Bcl-xL primary: 2; MCL1-BIM inh: 6

How did COc1ccc(NC(=O)NCCCN2CCCC2=O)cc1 do in these assays?
MEX-5 binding: -0.2; PME-1 primary: 7; Fam108B inh: 0; GLD-1 TGE inh: 7; Efflux pump inh: 0.0; GRK2 inh: 0; VLA-4 inh: -7; Bcl-xL primary: 4; MCL1-BIM inh: 7

How did Cn1cc(C(=O)N2CCN(C(=O)c3ccco3)CC2)c2c3ccccc3n(C)c2c1=O do in these assays?
MEX-5 binding: 0.4; PME-1 primary: -3; Fam108B inh: 3; GLD-1 TGE inh: 1; Efflux pump inh: -0.1; GRK2 inh: 0; VLA-4 inh: 14; Bcl-xL primary: 1; MCL1-BIM inh: 0

Results for CCOC(=O)C1CCN(C(=O)c2ccc(N3CCCC3=O)cc2)CC1 ?
PME-1 primary: 5; GLD-1 TGE inh: 3; Efflux pump inh: -0.1; GRK2 inh: 2; VLA-4 inh: 7; Bcl-xL primary: 3; MCL1-BIM inh: 1

Results for Cc1ccc(C)c(/C=N/Nc2ccccn2)c1 ?
MEX-5 binding: 1.3; PME-1 primary: 4; Fam108B inh: 3; GLD-1 TGE inh: -4; Efflux pump inh: 0.0; GRK2 inh: 0; VLA-4 inh: -2; Bcl-xL primary: -1; MCL1-BIM inh: 6

Results for CN(/N=C/c1cc([N+](=O)[O-])ccc1O)c1ccccc1 ?
MEX-5 binding: -1.8; PME-1 primary: 5; Fam108B inh: 2; GLD-1 TGE inh: 4; Efflux pump inh: 0.0; GRK2 inh: 0; VLA-4 inh: 9; Bcl-xL primary: -11; MCL1-BIM inh: -16

Results for O=C(NC1CCCCCCC1)C1CCN(c2nc3ccccc3o2)CC1 ?
MEX-5 binding: 0.8; PME-1 primary: -1; Fam108B inh: -3; GLD-1 TGE inh: 4; Efflux pump inh: -0.4; GRK2 inh: 6; VLA-4 inh: 7; Bcl-xL primary: 1; MCL1-BIM inh: -4

Results for CCOC(=O)c1c(C2CCN(C(=O)OCC)CC2)nc2ccccn12 ?
MEX-5 binding: 1.9; PME-1 primary: -3; Fam108B inh: -3; GLD-1 TGE inh: 3; Efflux pump inh: 0.0; GRK2 inh: 4; VLA-4 inh: 27; Bcl-xL primary: 1; MCL1-BIM inh: 2

What do the screens show for `Cc1cc(C)n(C(=O)c2ccc(C)c(F)c2F)n1`?
MEX-5 binding: 1.7; PME-1 primary: -1; Fam108B inh: 1; GLD-1 TGE inh: 0; Efflux pump inh: 0.0; GRK2 inh: 0; VLA-4 inh: 7; Bcl-xL primary: 1; MCL1-BIM inh: 2

What do the screens show for `O=C(Cc1ccc(Cl)cc1)Nc1cccc2ncccc12`?
MEX-5 binding: 0.7; PME-1 primary: 1; Fam108B inh: -4; GLD-1 TGE inh: 4; Efflux pump inh: 0.0; GRK2 inh: 0; VLA-4 inh: 24; Bcl-xL primary: 2; MCL1-BIM inh: 2

How did CCN1CCN(S(=O)(=O)c2ccc(Cl)c(C(=O)NC3CCCC3)c2)CC1 do in these assays?
MEX-5 binding: 1.2; PME-1 primary: 0; Fam108B inh: 0; GLD-1 TGE inh: 10; Efflux pump inh: -0.2; GRK2 inh: 3; VLA-4 inh: 9; Bcl-xL primary: 3; MCL1-BIM inh: -1

How did CCOc1ccccc1NC(=O)C(OC(=O)c1ccc(O)cc1)c1ccccc1 (stereo not given) do in these assays?
MEX-5 binding: -1.7; PME-1 primary: -12; Fam108B inh: -8; GLD-1 TGE inh: 3; Efflux pump inh: -7.4; GRK2 inh: 0; VLA-4 inh: 13; Bcl-xL primary: 0; MCL1-BIM inh: -5

What do the screens show for `CNc1nnc(-c2ccc(C)cc2)c2ccccc12`?
MEX-5 binding: 1.2; PME-1 primary: -4; Fam108B inh: 1; GLD-1 TGE inh: 11; Efflux pump inh: 0.0; GRK2 inh: 0; VLA-4 inh: -3; Bcl-xL primary: 1; MCL1-BIM inh: 0

Results for CCCC(=O)N(CC(=O)Nc1sc(C)c(C)c1C(N)=O)Cc1ccccc1 ?
MEX-5 binding: -3.1; PME-1 primary: -4; Fam108B inh: 1; GLD-1 TGE inh: 9; Efflux pump inh: 0.0; GRK2 inh: 0; VLA-4 inh: -6; Bcl-xL primary: 6; MCL1-BIM inh: 5

How did CCCCNC(=S)NNC(=O)C12CC3CC(CC(C3)C1)C2 do in these assays?
MEX-5 binding: 0.7; PME-1 primary: 4; Fam108B inh: 0; GLD-1 TGE inh: 9; Efflux pump inh: 0.1; GRK2 inh: 0; VLA-4 inh: 5; Bcl-xL primary: 4; MCL1-BIM inh: 4

Results for CC(=O)c1ccc(NC(=O)CCC(=O)N2CC(C)Oc3ccc(C)cc32)cc1 (stereo not given) ?
MEX-5 binding: -7.5; PME-1 primary: -6; Fam108B inh: -4; GLD-1 TGE inh: -2; Efflux pump inh: -0.1; GRK2 inh: 4; VLA-4 inh: 5; Bcl-xL primary: 3; MCL1-BIM inh: 3

Results for CCCC(=O)Nc1c(-c2ccc(C)cc2)c(=O)c2ccccc2n1C ?
MEX-5 binding: -0.1; Efflux pump inh: -0.1; GRK2 inh: 1; VLA-4 inh: 2

Results for CCN(CC)c1ccc(/C=N/N2CCN(c3ccccn3)CC2)cc1 ?
MEX-5 binding: 1.4; PME-1 primary: 1; Fam108B inh: 0; GLD-1 TGE inh: 3; Efflux pump inh: 0.0; GRK2 inh: 0; VLA-4 inh: -4; Bcl-xL primary: 4; MCL1-BIM inh: -1

How did C=CCn1c(SCC(=O)NCC2CCCO2)nc2sc(C)c(C)c2c1=O (stereo not given) do in these assays?
MEX-5 binding: 2.0; PME-1 primary: 0; Fam108B inh: 4; GLD-1 TGE inh: 0; Efflux pump inh: 0.0; GRK2 inh: 0; VLA-4 inh: 11; Bcl-xL primary: 4; MCL1-BIM inh: 4

Results for CN(CC(=O)Nc1ccc(C#N)cc1)CC(=O)Nc1ccc(N2CCOCC2)cc1 ?
MEX-5 binding: -3.0; PME-1 primary: 8; Fam108B inh: 6; GLD-1 TGE inh: 0; Efflux pump inh: -0.1; GRK2 inh: 3; VLA-4 inh: -2; Bcl-xL primary: 2; MCL1-BIM inh: -1

Results for CC(C)C(=O)Nc1ccc(-c2nc3cccnc3o2)cc1 ?
MEX-5 binding: 0.1; PME-1 primary: -4; Fam108B inh: 2; GLD-1 TGE inh: -3; Efflux pump inh: 0.0; GRK2 inh: 1; VLA-4 inh: 14; Bcl-xL primary: 5; MCL1-BIM inh: 9

How did Cc1oc(-c2cccc(F)c2)nc1CN(Cc1ccccc1)C[C@@H]1CCC(=O)N1 do in these assays?
MEX-5 binding: 1.9; PME-1 primary: -2; Fam108B inh: -3; GLD-1 TGE inh: -2; Efflux pump inh: 0.3; GRK2 inh: 0; VLA-4 inh: -1; Bcl-xL primary: 4; MCL1-BIM inh: 6

Results for COCc1cc(=O)[nH]c(Nc2nc3ccc(C)cc3o2)n1 ?
MEX-5 binding: -1.8; PME-1 primary: 2; Fam108B inh: -1; GLD-1 TGE inh: -7; Efflux pump inh: -0.1; GRK2 inh: 0; VLA-4 inh: 8; Bcl-xL primary: -2; MCL1-BIM inh: 3

Results for Nn1c(SC/C=C/c2ccccc2)nnc1-c1ccncc1 ?
MEX-5 binding: -0.6; PME-1 primary: -1; Fam108B inh: -2; GLD-1 TGE inh: -1; Efflux pump inh: 0.5; GRK2 inh: 0; VLA-4 inh: 0; Bcl-xL primary: -7; MCL1-BIM inh: -6

How did CCN(CC)c1ccc(/C=C2/C(=O)c3ccc(C(=O)O)cc3C2=O)cc1 do in these assays?
PME-1 primary: -26; Fam108B inh: -4; GLD-1 TGE inh: -102; Efflux pump inh: 2.5; GRK2 inh: 1; VLA-4 inh: inactive; Bcl-xL primary: -67; MCL1-BIM inh: -151

Results for NNC(=O)c1cccc(COCC(F)(F)C(F)F)c1 ?
MEX-5 binding: 1.3; PME-1 primary: -3; Fam108B inh: 1; GLD-1 TGE inh: 2; Efflux pump inh: -0.2; GRK2 inh: 0; VLA-4 inh: 0; Bcl-xL primary: -1; MCL1-BIM inh: 6

What do the screens show for `CCOc1ccc(CCNC(=O)COC(=O)c2ccc[nH]c2=O)cc1OCC`?
GLD-1 TGE inh: 1; Efflux pump inh: 0.1; GRK2 inh: 3; VLA-4 inh: -14

Results for NC(=O)c1ccccc1Nc1nc(NCCO)nc(N2CCCC2)n1 ?
MEX-5 binding: -2.2; PME-1 primary: 0; Fam108B inh: -3; GLD-1 TGE inh: -1; Efflux pump inh: 0.0; GRK2 inh: 2; VLA-4 inh: 11; Bcl-xL primary: 5; MCL1-BIM inh: 10

Results for NNC(=O)CN1CCN(c2ncc(C(F)(F)F)cc2Cl)CC1 ?
MEX-5 binding: -1.1; PME-1 primary: 4; Fam108B inh: 1; GLD-1 TGE inh: 6; Efflux pump inh: 0.2; GRK2 inh: 1; VLA-4 inh: 11; Bcl-xL primary: 4; MCL1-BIM inh: 5

Results for CC1=Nc2ccccc2N=C(NC(=O)c2ccccc2)C1c1ccc(Cl)cc1 (stereo not given) ?
MEX-5 binding: 1.6; PME-1 primary: -2; Fam108B inh: -10; GLD-1 TGE inh: -7; Efflux pump inh: 0.2; GRK2 inh: 0; VLA-4 inh: 6; Bcl-xL primary: 2; MCL1-BIM inh: -5

How did COCC(=O)Nc1ccccc1C#N do in these assays?
MEX-5 binding: 1.3; PME-1 primary: -5; Fam108B inh: -3; GLD-1 TGE inh: 3; Efflux pump inh: 0.1; GRK2 inh: 2; VLA-4 inh: -3; Bcl-xL primary: 2; MCL1-BIM inh: -2

What do the screens show for `CCN(CC)C(=O)CSc1nnc([C@@H](N)Cc2ccccc2)o1`?
MEX-5 binding: 0.8; PME-1 primary: 1; Fam108B inh: -2; GLD-1 TGE inh: 1; Efflux pump inh: -0.2; GRK2 inh: 0; VLA-4 inh: 2; Bcl-xL primary: 5; MCL1-BIM inh: 6

Results for COc1ccccc1Sc1nc(-c2ccccn2)ncc1OC ?
MEX-5 binding: 0.5; PME-1 primary: -7; Fam108B inh: 1; GLD-1 TGE inh: 2; Efflux pump inh: 0.3; GRK2 inh: 0; VLA-4 inh: 11; Bcl-xL primary: 1; MCL1-BIM inh: 12

What do the screens show for `O=C(Nc1ccc(F)c(F)c1)c1cc(S(=O)(=O)N2CCN(c3ccccn3)CC2)ccc1F`?
MEX-5 binding: 0.6; PME-1 primary: -14; Fam108B inh: -9; GLD-1 TGE inh: 7; Efflux pump inh: -0.1; GRK2 inh: 0; VLA-4 inh: 8; Bcl-xL primary: 1; MCL1-BIM inh: -1
